Bioassay records from PubChem.
Sm TGR block = qHTS Assay for the Inhibitors of Schistosoma Mansoni Peroxiredoxins. purified TGR, DTNB reduction, TNB absorbance 405 nm. actives 3% (n = 360,000). Schistosoma mansoni thioredoxin glutathione reductase (TGR), Q962Y6. Potency, µM (titrated, usually from 114 µM), for the others: at the top dose activity change, negative = inhibition, usual class: inhibitors; also: potency is read from the fitted curve at half-maximal effect; % is scaled to controls: 0 for no effect and ±100 for the full control effect; nearly all actives have a fitted effect of over 60% in size
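Kinetic colorimetric format: TGR-catalysed, NADPH-driven DTNB reduction monitored via TNB absorbance. Enzyme dispensed at 20 nM; compound exposure 15 min at room temperature before reaction start.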
Pf growth 96h = Primary qHTS for delayed death inhibitors of the malarial parasite plastid, 96 hour incubation; P. falciparum luciferase reporter growth, 96 h; Potency, µM (doses to about 28.7 µM), inactives show top-dose activity change, negative = inhibition, usual class: inhibitors; actives 6.9% (n = 320,000); also: potency is read from the fitted curve at half-maximal effect; % is scaled to controls: 0 for no effect and ±100 for the full control effect
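Cell-based qHTS: luciferase-tagged P. falciparum in erythrocytes (2% hematocrit, 0.05% parasitemia final) incubated with compounds for 96 hours, 37 C, 5% CO2; luciferase detection reagent then added and luminescence measured.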
FBPA Giardia inh = qHTS Assay for Inhibitors of Fructose-1,6-bisphosphate Aldolase from Giardia Lamblia. A8B2U2. purified Giardia FBPA. Potency, µM (titrated, usually from 59.6 µM), for inactives: at the top dose activity, negative = inhibition, most hits filed as inhibitors. actives 0.71% (n = 290,000); also: potency is read from the fitted curve at half-maximal effect; % is scaled to controls: 0 for no effect and ±100 for the full control effect; nearly all actives have a fitted effect of over 55% in size
Target sequence (A8B2U2 whole entry, looked up): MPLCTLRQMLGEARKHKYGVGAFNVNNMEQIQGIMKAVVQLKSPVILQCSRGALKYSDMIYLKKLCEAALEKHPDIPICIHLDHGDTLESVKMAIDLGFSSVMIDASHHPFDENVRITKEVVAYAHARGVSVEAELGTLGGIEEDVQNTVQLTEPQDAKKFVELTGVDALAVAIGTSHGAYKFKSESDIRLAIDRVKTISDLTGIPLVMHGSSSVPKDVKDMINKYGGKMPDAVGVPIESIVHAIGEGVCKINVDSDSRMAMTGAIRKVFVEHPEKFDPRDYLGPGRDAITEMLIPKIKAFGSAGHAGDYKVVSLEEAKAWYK
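Giardia FBPA (40 nM reagent) was preincubated 10 min at RT with compound (up to 57.5 uM final), then substrate plus GAPDH/TPI/NAD/arsenate coupling system with diaphorase/resazurin was added; resorufin fluorescence (525/598 nm) was read after 20 min.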
Cycloheximide cs = Cycloheximide Counterscreen for Small Molecule Inhibitors of Shiga Toxin | actives 12% (n = 300,000) | max response, % | cell reporter, cycloheximide protein synthesis inhibition counterscreen; in the data active = max response mostly above about 13%, no sharp cut-off; inactive = mostly below about 14%; also: read at 38.3 µM for the half of the compounds with a filed dose; 0% is about no effect
Shiga toxin inh = A qHTS for Small Molecule Inhibitors of Shiga Toxin; inhibition, % at 38.7 µM; actives 9.2% (n = 290,000); Vero cells, Shiga toxin protein synthesis inhibition reporter; in the data active = inhibition mostly above about 28%, no sharp cut-off; inactive = mostly below about 43%; also: 0% is about no effect
Pf growth 48h = Primary qHTS for delayed death inhibitors of the malarial parasite plastid, 48 hour incubation; P. falciparum luciferase growth in erythrocytes, 48 h; Potency, µM (top dose mostly 28.7 µM), for inactives: at the top dose activity change, negative = inhibition, hits mostly inhibitors; actives 5.9% (n = 310,000); AID 504832, 2011; also: potency is read from the fitted curve at half-maximal effect; % is scaled to controls: 0 for no effect and ±100 for the full control effect
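Firefly luciferase activity from engineered P. falciparum reports growth; inhibitors lower the luminescent signal. Cultures contained 2% hematocrit erythrocytes at 0.1% final parasitemia.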
* hit, by the source's call; u = inconclusive; x = not tested or not shown; & = joins results of further samples; [ ] = dose if it differs, or a comment. Unless noted, calls follow the shape of the dose curve; as a rule, active = well fitted curve in the direction sought with a large enough effect; inconclusive = small, poorly fitted or top-dose-only effect, or another doubt; inactive = no such curve, though single readings can be large; an effect the other way counts as inactive or inconclusive.

SMILES,Pf growth 96h,Cycloheximide cs,Shiga toxin inh,FBPA Giardia inh,Sm TGR block,Pf growth 48h
O=C(CCS(=O)(=O)c1ccccc1)Nc1ccc(-c2nc3ccccc3s2)cc1,0%,33*,69,-1%,-10%,81%[activator]
COc1ccc(N2CCN(C(=N)/C(C(C)=O)=C(\C)O)CC2)cc1,123%[activator],-3,-13,-10%,0%,20%
O=C(Cn1cnc2nc3n(c2c1=O)CCC3)NCc1ccccc1,u,-1,-5,-3%,10%,4%
COn1c(SCC(=O)N(C)C)nc2ccccc2c1=O,u,-1,1,1%,-8%,12%
Cc1ccccc1NC(=O)c1ccc(S(=O)(=O)N2CCCC2)cc1,16%,-5,-2,0%,-6%,-4%
Cc1c(C=O)c2ccccc2n1Cc1ccccc1F,-31%,-2,-11,9%,-4%,19%
Cc1cccc(NC(=O)C2(c3cccs3)CCOCC2)n1,23%,-2,-9,3%,-12%,17%
O=C(CN1CCCCCC1=O)N1CCN(S(=O)(=O)c2cccs2)CC1,-2%,0,4,3%,1%,-8%
Nc1nnc(SCCOc2ccccc2)s1,u,17*,27*,1%,5%,46%[activator]
Cc1ccccc1N(C(=O)CS(=O)CC(=O)Nc1ccc(F)cc1)C(C)C(=O)NC(C)(C)C (configuration not stated),1%,-2,-8,-2%,-6%,-11%
CCOC(=O)c1c(NC(=O)C2C3CCC(O3)C2C(=O)O)sc(C)c1-c1ccc(C)cc1 (configuration not stated),53%[activator],4,13,u,3%,17%
Cc1ccc(NC(=O)CCn2nc(C)cc2C)c(C)c1,12µM*,8,-16,1%,1%,0%

(list continues)
SMILES,Pf growth 96h,Cycloheximide cs,Shiga toxin inh,FBPA Giardia inh,Sm TGR block,Pf growth 48h
O=C(NCc1cccc(F)c1)C1CCN(C(=O)c2sccc2-n2cccc2)CC1,-17%,10,-15,7%,12%&1%,-19%
Cc1noc(C)c1S(=O)(=O)N1CCN(Cc2ccc3c(c2)OCO3)CC1,u,2,-8,11%,4%,1%
Cc1cccc(N=C2NC(=O)/C(=C/C=C/c3ccco3)S2)c1,u,-2,-13,-12%,40µM*,-26%
COc1cc(SC#N)ccc1N=Cc1c(C)[nH]n(-c2ccc(Cl)cc2)c1=O,2.1µM*,0,-11,4%,3%,2.1µM*
C=C(C)COc1ccc(-c2n[nH]c(C)c2-c2ccc(OC)cc2)c(O)c1,3.7µM*,-4,-8,-18%,14%,u
CC(C)OCCCNC(=O)C1CCC(CNS(=O)(=O)c2cccc3nsnc23)CC1 (configuration not stated),-1%,-2,-7,16%,3%,u
Cc1ccccc1NC(=O)Cn1nnc2ccccc21,u,13,4,5%,1%,23%
O=C(c1cccc(S(=O)(=O)N2CCCC2)c1)N1CCN(c2ncccn2)CC1,6%,-2,-1,13%,-5%,18%
COc1ccc(S(=O)(=O)Nc2ccc3c(c2)n(C)c(=O)n3C)cc1,32%[activator],-1,10,-8%,-11%,-8%
COc1ccc(N2CCN(S(=O)(=O)CCNC(=O)C3CC(=O)N(c4ccccc4)C3)CC2)cc1 (configuration not stated),-1%,9,14,3%,-23%&0%,-1%
CCN1CCN(C(=O)C(C)Nc2cc(Cl)c(OC)cc2OC)CC1 (configuration not stated),11%,-2,15,u,20µM*,-19%
Cc1cc(C)n(-c2nc3c(c(=O)[nH]c(=O)n3C)n2CC(O)COc2ccccc2C)n1 (configuration not stated),u,-4,-12,0%,-12%,u

Continued.
SMILES,Pf growth 96h,Cycloheximide cs,Shiga toxin inh,FBPA Giardia inh,Sm TGR block,Pf growth 48h
Cc1c(C(=O)NCc2ccc3c(c2)OCO3)oc2ccc(Br)cc12,x,0,-20,9%,1%,-13%
CCOC(=O)N1CCN(C(=O)CSCC(=O)Nc2nc(-c3ccccc3)cs2)CC1,67%[activator],-2,30*,0%,-9%,-13%
O=C(NC1CCCC1)C(=O)N(Cc1cccnc1)C(C(=O)NCC1CCCO1)c1ccco1 (configuration not stated),54%[activator],-2,10,0%,x,5%
CCOC(=O)C1CCN(C(=O)CSc2ccccc2Cl)CC1,8%,6,-5,1%,8%,0%
Cc1ccc(C(=O)O)cc1-n1c(=O)n(Cc2ccccc2)c(=O)c2[nH]cnc21,-8%,1,-7,-16%,13%,-4%
Cc1c(C(c2cccc(O)c2)c2c(C)n(C)n(-c3ccccc3)c2=O)c(=O)n(-c2ccccc2)n1C,u,-5,-6,-2%,-2%,2%
O=C(CSc1nccc(-c2cccs2)n1)Nc1ccccc1,-41%,7,10,-1%,-9%,-91%
Cc1nn(Cc2ccc(F)cc2)c(C)c1NC(=O)c1cnn2c1NC(c1ccccc1)CC2C(F)(F)F (configuration not stated),u,-2,-8,2%,9%,x
CCCCOC(=O)Nc1ccc(S(=O)(=O)Nc2cc(C)nc(C)n2)cc1,-5%,-6,8,-1%,1%,-12%
NC(=O)c1ccsc1NC(=O)c1ccco1,34%[activator],12,-2,-3%,45µM*,x
COc1cc(Br)cc(C2C3=C(CCCC3=O)N(c3ccc(F)cc3)C3=C2C(=O)CCC3)c1O,u,1,-13,-13%,3%,5.2µM*
O=C(CCCOc1ccc(Cl)cc1Cl)N/N=C\C1CCCCC1,-13%,-1,8,-3%,1%,u

New compounds follow:
SMILES,Pf growth 96h,Cycloheximide cs,Shiga toxin inh,FBPA Giardia inh,Sm TGR block,Pf growth 48h
CCN(CC)c1ccc(CN2CCC(C(=O)NCc3ccc(C)cc3)CC2)cc1,-17%[1.15 µM],-2,-3,2%,-33%,25%
COc1cc(NC(=O)Cc2nn(C)c(=O)c3ccccc23)cc(OC)c1OC,10µM*,20*,24,-4%,6%,13µM*
CCOC(=O)C1CCN(C(=O)CSc2c3c(nc4ccccc24)CCC3)CC1,21%,-5,-4,2%,0%,0%
O=C1C2C3C=CC(C3)C2C(=O)N1c1ccc2c(c1)OCO2 (configuration not stated),-14%,6,4,-1%,-15%,2%
CCOC(=O)C1CCCN(C(=O)C(CCSC)NC(=O)COc2ccccc2)C1 (configuration not stated),21%,x,x,x,-2%,u
CCOc1ccccc1C(=O)N/N=C/c1coc2ccc(C)cc2c1=O,-7%,-2,-10,x,-22%,-3%
Cc1c(C(=O)NCCNc2ncc(C(F)(F)F)cc2Cl)cccc1[N+](=O)[O-],1%,1,-15,2%,-1%,-19%
O=C(NCCC1=CCCCC1)c1coc(=O)c(Br)c1,-16%,16,1,4%,4%,-2%
CN1C(=O)/C(=C/c2ccc(OCc3ccc(F)cc3)cc2)N(C)C1=S,u,1,-5,-2%,-11%,u
O=S(=O)(c1ccc(F)cc1)N1CCN(CC(O)COCC2CCCO2)CC1 (configuration not stated),38%[activator],x,x,x,7%,3%
O=C(CN(C(=O)CCC(=O)Nc1ccccn1)c1ccc2c(c1)OCO2)NCc1ccco1,8%,-4,22,-1%,-23%,-22%
NC1=NC(=O)/C(=C/c2ccc(Cl)cc2Cl)S1,u,-4,-11,-2%,1%,18%

(continued)
SMILES,Pf growth 96h,Cycloheximide cs,Shiga toxin inh,FBPA Giardia inh,Sm TGR block,Pf growth 48h
CC1CCCN(S(=O)(=O)CCNC(=O)c2ccccc2)C1 (configuration not stated),34%[activator],x,x,x,3%,20%
CC1CCCCC12NC(=O)N(CC(=O)NCCc1c[nH]c3ccccc13)C2=O (configuration not stated),-14%,x,x,x,-19%,u
O=c1[nH]n(-c2ccc(Cl)cc2)c2ncccc12,47%[activator],0,-3,10%,-9%,21%
CC(C(=O)Nc1sc2c(c1C(=O)NCc1ccco1)CCCC2)N1C(=O)c2ccccc2C1=O (configuration not stated),x,-5,-13,2%,-14%,6%
CCOC(=O)N1CCN(C(=O)NC2CCCCC2)CC1,-4%,7,-20,8%,0%,-25%
COCCN(CC(=O)NC1CCCCC1)C(=O)/C=C/C(=O)c1ccc(OC)cc1O,u,10,26,1%,-14%,16%
Cc1cc(C)c(C(=O)N2CCC(N3CCC(C(=O)NC(C)C)CC3)CC2)o1,12µM*,-1,10,-7%,1%,u
CSc1cccc(NC(=O)COc2cccc3ccccc23)c1,x,0,-9,0%,-12%,1%
Nc1nc(NCCO)nc(N2CCCCCC2)c1[N+](=O)[O-],22%,-3,-13,2%,11%,4%
O=C(CN1C(=O)CSC1=O)NC1CCCCC1,16%,-3,-3,0%,3%,-10%
CCc1cc(=O)oc2c3c(cc(OCC(=O)NCCCOC)c12)OC(C)(C)CC3,0%,-3,4,-1%,-7%,0%
COc1cc2c(C(=O)NCc3ccccn3)cn(C)c(=O)c2cc1OC,-6%,-3,-4,-10%,4%,18%

Going on with the list.
SMILES,Pf growth 96h,Cycloheximide cs,Shiga toxin inh,FBPA Giardia inh,Sm TGR block,Pf growth 48h
COC(=O)c1ccc(NC(=S)N(Cc2cccnc2)Cc2ccco2)cc1,u,-2,22,4%,u,u
CCN(C(=O)COC(=O)CCOc1ccccc1)c1c(N)n(Cc2ccccc2)c(=O)[nH]c1=O,10%,x,x,x,0%,-3%
CCOc1ccc(C(=O)Nc2ncn[nH]2)cc1,2.1µM*,15,-3,-1%,6%,19%
COc1ccccc1C(=O)Nc1ccc(-c2nnn(CC(=O)NCc3ccco3)n2)cc1,-1%,-2,1,5%,1%,u
N#Cc1cn(-c2ccccc2)nc1-c1ccco1,68%[activator],26,37,-3%,45µM*,107%[activator]
CCN1CCN(Cc2nc(N)nc(Nc3ccc(C)c(C)c3)n2)CC1,x,-2,-20,11%,0%,1%
CC1CC(C)CN(C(=O)c2ccc(C(=O)c3ccccc3)cc2)C1 (configuration not stated),7%,x,x,x,5%,27%
Cn1cc(S(=O)(=O)Nc2ccc(F)c(Cl)c2)c(=O)n(C)c1=O,41%[activator],-4,9,-5%,-12%,2%
COC(=O)c1ccc2nc(NC(=O)CSCC(=O)OCC(=O)c3ccccc3)sc2c1,19%,36*,34,0%,-27%,32%[activator]
CN=C(N)NCCC[C@H](N)C(=O)O,23%,x,x,7%,-4%,22%
O=C(CCc1nc2ccccc2c(=O)[nH]1)N1CCN(S(=O)(=O)c2cccc([N+](=O)[O-])c2)CC1,35%[activator],x,x,x,-1%,-18%
C=CCNC(=O)[C@H]1N2C(=O)c3ccccc3C2SC1(C)C (some centres not stated),13%,0,35,-22%,0%,13%

Later entries
SMILES,Pf growth 96h,Cycloheximide cs,Shiga toxin inh,FBPA Giardia inh,Sm TGR block,Pf growth 48h
Cc1nn(C)c2ncc(C(=O)c3cc(F)ccc3O)cc12,10µM*,-2,-10,-2%,5%,x
Cc1ccc(C(=O)NCCc2csc(C)n2)cc1,88%[activator],27*,55*,-1%,1%,55%[activator]
CC1=C(C(=O)Nc2cccc(C(=O)N3CCN(c4cccc(C(F)(F)F)c4)CC3)c2)SCCO1,u,-2,-11,x,5%,u
CCOc1ccc(OCCCCNC(C)(C)C)cc1,-8%,8,1,u,x,-17%
C/C(N)=C(/C#N)C(=O)CSc1n[nH]c(-c2cccs2)n1,34%[activator],16,19,-1%,0%,9%
